# Screening data as filed in PubChem.
# IL-2 act: activators of IL-2 | IL-2 activation reporter assay, cell-based qHTS; stimulated with anti-CD3/CD4/CD28 beads; in transgenic mouse T cells | activation, % (series mostly up to about 46 µM) | hit rate 0.065% among 360,000 | AID 652025; in the data active = activation above about 50%; inconclusive = mostly about 30% to 49%; also: 0% is about no effect
#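 Readout: EGFP and DsRed signals by fluorescent plate cytometry. Unstimulated transgenic mouse T cells received compound 60 min before antibody-bead stimulation, then incubated 18 h at 37 degrees C.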
# DRD3 agonist: D3 dopamine receptor (human) agonism. D3R DiscoveRx beta-arrestin cells, luminescence, 90 min. max activation, %. P35462. hit rate 0.58% among 410,000; in the data active = max activation above about 30%; also: 0% is about no effect; mostly tested at two doses, the higher about 12 µM
# Target sequence (P35462 whole entry, looked up): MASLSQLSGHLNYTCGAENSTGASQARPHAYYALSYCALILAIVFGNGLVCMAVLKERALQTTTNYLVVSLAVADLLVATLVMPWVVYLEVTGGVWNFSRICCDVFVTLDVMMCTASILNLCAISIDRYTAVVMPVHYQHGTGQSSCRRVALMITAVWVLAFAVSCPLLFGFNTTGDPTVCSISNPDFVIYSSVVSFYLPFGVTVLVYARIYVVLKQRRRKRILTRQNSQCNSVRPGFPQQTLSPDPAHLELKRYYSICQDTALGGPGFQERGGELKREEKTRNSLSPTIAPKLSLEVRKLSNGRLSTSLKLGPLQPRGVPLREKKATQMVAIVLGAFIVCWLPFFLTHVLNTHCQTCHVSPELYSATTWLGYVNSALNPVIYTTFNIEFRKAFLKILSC
#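 Cells at 1500/well, incubated overnight, then treated with pinned compounds (dopamine as control) for 90 min at 37 degrees C. DiscoveRx reagent added for 30 - 60 minutes at room temperature; luminescence read.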
# HEK293 tox: cytotoxicity counter-screen for GLP-1 receptor inverse agonists; hit rate 0.13% among 410,000; AID 624418; Potency, µM (series often up to 38.3 µM), without a hit: at the top dose activity change, negative = inhibition, actives largely listed as inhibitors; HEK293 cAMP-luciferase reporter cells, luminescence, 24 h;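 also: loss of luciferase light is scored as toxicity; potency is read from the fitted curve at half-maximal effect; % is scaled to controls: 0 for no effect and ±100 for the full control effect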
#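 1536-well qHTS counterscreen of the MLSMR; 200 cells/uL, 12 h pre-incubation, 23 nL cpd, 24 h at 37 deg C 5% CO2, luciferase detection reagent, 12 min RT, luminescence. Inhibition = undesired.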
# PI5P4Ka inh: PI5P4K alpha (human) kinase inhibition; P48426; PI5P4Kalpha enzyme, ADP-Glo luminescence, 60 min; stronger effect = lower value; max response, %; hit rate 1.2% among 330,000; AID 652105; active = max response of -50% or lower; inconclusive = between -30% and -50%; inactive = -30% or higher; also: value at the top dose of about 77 µM; % is scaled to controls: 0 for no effect and ±100 for the full control effect
# Target sequence (P48426 whole entry, looked up): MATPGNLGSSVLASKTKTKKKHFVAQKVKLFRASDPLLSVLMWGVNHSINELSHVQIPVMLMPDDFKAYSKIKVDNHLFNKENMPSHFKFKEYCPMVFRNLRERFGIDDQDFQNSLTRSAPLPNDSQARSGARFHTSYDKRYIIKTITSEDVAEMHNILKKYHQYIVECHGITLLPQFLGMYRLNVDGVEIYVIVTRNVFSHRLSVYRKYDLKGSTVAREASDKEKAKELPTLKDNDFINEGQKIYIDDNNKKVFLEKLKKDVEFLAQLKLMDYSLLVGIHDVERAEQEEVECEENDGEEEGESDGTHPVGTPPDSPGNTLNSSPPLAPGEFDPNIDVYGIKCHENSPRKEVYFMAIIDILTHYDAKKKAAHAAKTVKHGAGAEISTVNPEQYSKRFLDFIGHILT
#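 Human PI5P4Kalpha with substrate in 0.038 M HEPES pH 7.4, 0.28 mM EGTA, 0.1% CHAPS, 5% DMSO; reaction started with 5 microM ATP (final), 60 min at room temperature. ADP formed read by ADP-Glo luminescence.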
# PLK1 PBD block: PLK1 (human) polo-box domain binding inhibition; P53350; Plk1 PBD binding of FITC phosphopeptide, fluorescence polarization; Potency, µM, for inactives: max response, negative = inhibition, hits mostly inhibitors; hit rate 2.8% among 360,000; AID 720504; also: potency is read from the fitted curve at half-maximal effect; series mostly up to about 57 µM; % is scaled to controls: 0 for no effect and ±100 for the full control effect; nearly all actives have a fitted effect of over 65% in size
# WRN inhibitor: WRN helicase (human) inhibition. Q14191. WRN helicase unwinding, fluorescent forked duplex, kinetic. Potency, µM (titrated, usually from 114 µM), without a hit: top-dose activity change, negative = inhibition, actives largely listed as inhibitors. hit rate 0.46% among 360,000; also: potency is read from the fitted curve at half-maximal effect; % is scaled to controls: 0 for no effect and ±100 for the full control effect; nearly all actives have a fitted effect of over 55% in size
#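 Primary qHTS, 1536-well format. 20 nM WRN + compound, 15 min RT; start with 100 nM forked fluorophore/quencher duplex, 2 mM ATP (final); kinetic read ex 525/em 598 nm.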
# GLP1R ag: activates the human GLP-1 receptor; hit rate 0.007% among 380,000; P43220; Potency, µM (titrated, usually from 45.6 µM), without a hit: at the top dose activation, hits mostly activators; HEK293 GLP-1R CRE-luciferase, luminescence, 4-6 h; cells express a hypersensitive GLP-1R form; also: potency is read from the fitted curve at half-maximal effect; % of control where 0% means no effect
# GLP-1R inv ag: inverse agonists of human GLP-1 receptor | P43220 | HEK293 GLP-1R CRE-luciferase, luminescence, 24 h; GLP-1R form is constitutively active | Potency, µM (highest dose often 38.3 µM), for the others: at the highest dose activity change, negative = inhibition, hits mostly inhibitors | hit rate 1.6% among 410,000 | AID 624417; also: potency is read from the fitted curve at half-maximal effect; % is scaled to controls: 0 for no effect and ±100 for the full control effect; nearly all actives have a fitted effect of over 55% in size
#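 qHTS in 1536-well format: reporter HEK293 cells expressing constitutive GLP-1R activity in DMEM + 10% Nu serum, 24 hr with compounds at 37 deg C, luminescence read after 12 min with detection reagent.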
# DRD3 antagonist: D3 dopamine receptor (human) antagonism; P35462; D3R cells, DiscoveRx beta-arrestin luminescence, antagonist mode; stronger effect = lower value; max response, negative = inhibition, %; hit rate 2.5% among 360,000; AID 652054; in the data active = max response below about -50%; inconclusive = no clear call, values can overlap the other calls; also: % is scaled to controls: 0 for no effect and ±100 for the full control effect; mostly tested at two doses, the higher about 12 µM
#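 Cells expressing the human receptor were seeded at 1500 cells/well, incubated overnight at 37 degrees C in 5% CO2, then exposed to library compounds with dopamine controls for 90 minutes at 37 degrees C before luminescent detection.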
# Numbers without * were called inactive; ? = inconclusive; . = not tested or not shown; [ ] = dose if it differs, or a comment. Unless noted, calls follow the shape of the dose curve; as a rule, active = well fitted curve in the direction sought with a large enough effect; inconclusive = small, poorly fitted or top-dose-only effect, or another doubt; inactive = no such curve, though single readings can be large; an effect the other way counts as inactive or inconclusive.
No.	smiles	IL-2 act	DRD3 agonist	HEK293 tox	PI5P4Ka inh	PLK1 PBD block	WRN inhibitor	GLP1R ag	GLP-1R inv ag	DRD3 antagonist
1	C[C@H]1CN([C@@H](C)CO)C(=O)CCCn2nncc2CO[C@@H]1CN(C)S(=O)(=O)c1ccc2ccccc2c1	-0.6	5	14%	-3	6%	13%	1%	6%	0
2	COC(=O)c1ccc(CNC(=O)c2ccc(S(=O)(=O)N3CCCC(C)C3)cc2)cc1 (configuration not stated)	-4.9	-3	-12%	-8	2%	3%	-18%	-4%	22
3	CCc1ccc(NC(=S)NC(=O)CC(C)C)cc1	-0.3	2	?	4	-4%	4%	26%	?	5
4	COc1ccc(-c2[nH]c(-c3ccc(C)cc3)nc2SCC(=O)NC2CCCC2)cc1	-3.9	-11	?	6	-5%	-8%	-3%	10µM*	-21
5	CC(C)c1ccc(NC(=O)c2cc([N+](=O)[O-])ccc2N2CCOCC2)cc1	-1.7	-1	-8%	13	-8%	-3%	-2%	?	-13
6	CC(C)(C)NC(=O)CCN(/N=C/c1ccccc1)C1=NS(=O)(=O)c2ccccc21	-0.9	-10	-8%	-3	0%	-26%	12%	?	11
7	CC(C)(C)c1csc(NC(=O)c2ccc(Cl)s2)n1	-1.3	0	-4%	-2	2%	-10%	-2%	2.8µM*	5
8	O=C(COC(=O)c1cc(Cl)ccc1O)NC(=O)NCc1ccccc1	0.1	11	5%	-5	-11%	-8%	0%	4%	1
9	O=C1CCN(Cc2ccccc2)C(=O)N1c1ccccc1	1.5	-3	0%	0	-5%	1%	6%	4%	0
10	COc1cccc(CN2CCNC(=O)C2CC(=O)NCCN2CCOCC2)c1OC (configuration not stated)	1.5	4	0%	-2	1%	-6%	-12%	-5%	10
11	Cc1ccc(C(=O)N2C3=C(CCCC3)C(=O)NC23CCCCC3)cc1	0.9	2	1%	7	-20%	-1%	6%	0%	-7
12	CCCCn1c(Nc2ccc(OC)cc2)nc2ccccc21	-1.9	-5	-5%	2	-10%	7%	11%	-27%	-21
13	Cc1ccc(S(=O)(=O)Nc2ccc(C(=O)N3CCN(c4ccccc4O)CC3)cc2)cc1[N+](=O)[O-]	-0.3	-1	0%	?	?	-25%	5%	-1%	5
14	Cc1nn(-c2ccccc2)c(Cl)c1C(=O)NCC1CCCO1 (configuration not stated)	1.0	6	-10%	-8	0%	-1%	-6%	16%	0
15	O=C(N/N=C/c1ccccn1)C(=O)N1CCCCCC1	0.1	-19	-3%	8	-2%	?	0%	1%	-15
16	O=C(NCCCN1CCCC1=O)c1cc(-c2ccc(F)cc2)nc2ccccc12	0.7	-2	-2%	3	-12%	-3%	3%	5%	-18
17	Cc1c(NC(=O)Nc2ccc([N+](=O)[O-])cc2)c(=O)n(-c2ccccc2)n1C	-0.6	10	0%	?	9.5µM*	-28%	16%	-1%	3
18	Cc1onc(NC(=O)NC(=O)c2ccccc2F)c1Br	-2.6	-1	-4%	-3	4%	1%	6%	19%	17
19	O=S1(=O)CC/C(=N\O)c2ccccc21	-2.6	-8	17%	.	-5%	2%	-3%	0%	14
20	Cn1cc(-c2csc(C(C)(O)c3cccnc3)n2)cn1 (configuration not stated)	1.4	-3	2%	6	-1%	3%	-1%	13%	24
21	O=C1NC[C@@H](CCCCN2C[C@H](Cc3ccccc3)N(CCc3ccc(O)cc3)C(=O)C2=O)N(Cc2ccccc2)C1=O	0.2	-5	6%	0	-9%	-3%	5%	20%	-11
22	O=C(Nc1ccccc1)N(C1=NCCCCS1)c1cccc2ccccc12	-2.5	-3	?	.	-6%	4%	-4%	0%	?
23	COc1ccc(S(=O)(=O)N2CCCCC2)cc1-n1cnnn1	-0.1	-5	3%	1	-12%	-33%	6%	2%	-6
24	COc1cccc(/C=N/NC(=O)c2c(C)nc3ccc(Br)cn23)c1	0.6	-1	-18%	0	1%	-2%	10%	5%	5
25	COc1ccc(C2=Nc3ccccc3NC(=O)C2N(Cc2ccccc2)C(=O)C2=NNC(=O)CC2)cc1 (configuration not stated)	-0.7	8	-14%	1	-6%	-4%	11%	11%	23
26	CSc1ccccc1NC(=O)CN(C)C(=O)C1CC(=O)N(C(C)c2ccccc2)C1 (configuration not stated)	0.2	-1	-2%	0	-2%	1%	-1%	1%	-16
27	COc1ccc(N2CCN(C(=O)C3CCC(Cn4c(=S)[nH]c5ccccc5c4=O)CC3)CC2)cc1 (configuration not stated)	1.5	11	-5%	.	-8%	-21%	8%	0%	23
28	COCCN(C(=S)Nc1ccc(C)cc1)C(C)c1ccco1 (configuration not stated)	0.0	5	19%	-3	-10%	-8%	7%	-7%	6
29	O=C(CSc1nc2ccccc2nc1SCC(=O)N1CCOCC1)N1CCOCC1	0.5	6	-4%	-5	-2%	5%	2%	0%	2
30	CCc1nc2nc(C)c(NS(=O)(=O)c3ccc(C4CCCCC4)cc3)c(=O)n2[nH]1	-0.9	3	-8%	0	-16%	-3%[57.1 µM]	6%	75%[activator]	-9
31	CCSc1nnc2ccc(-c3ccc(OC)c(OC)c3)nn12	-5.5	-10	0%	-10	21µM*	?	?	178%[activator]	-19
32	COc1cc(C(=O)Nc2ccc(Cl)c([N+](=O)[O-])c2)cc(OC)c1OC	0.8	-2	-14%	-8	-7%	-7%	12%	18%	-22
33	CNc1ccccc1C(=O)OCC(C)=O	-2.4	9	-22%	-1	4%	0%	-4%	5%	13
34	COc1cccc(CNC(=O)CCC2CCCN(C(=O)c3cc(C)on3)C2)c1 (configuration not stated)	1.0	3	-3%	-3	-3%	-8%	-2%	18%	-3
35	N#Cc1cccc(NC(=O)c2cncn2-c2ccccc2)c1	-0.4	1	3%	1	-12%	13%	12%	-1%	1
36	CN(CCCC(=O)NCc1ccco1)S(=O)(=O)c1ccccc1	-1.8	1	-8%	.	-5%	1%	-10%	-13%	5
37	CCOC(=O)C1CCC2(CC1)C(C#N)=C(N)Oc1n[nH]c(C)c12 (configuration not stated)	0.4	5	-20%	.	-1%	-3%	-3%	8%	4
38	COc1ccc(Cn2nnnc2C(c2cc3cc(C)ccc3[nH]c2=O)N2CCN(C)CC2)cc1 (configuration not stated)	-5.7	1	5%	3	-8%	16%	1%	-25%	7
39	Cc1nc2c(ccc3nc(NC(=O)C4CC4)sc32)s1	-6.4	-6	-4%	2	-14%	-31%	5%	-4%	-22
40	CCN1/C(=C2/SC(=S)NC2=O)Sc2ccccc21	0.1	-10	8%	?	-6%	-18%	-5%	23%	-17
41	CCC(=O)N1CCN(CCN=CC2=C(O)CC(c3cccs3)CC2=O)CC1 (configuration not stated)	-1.5	14	12%	.	1%	-4%	0%	-3%	5
42	Cc1oc(-c2ccc(-c3ccccc3)cc2)nc1CN(C)C1CCOC1 (configuration not stated)	-3.5	1	-10%	1	24µM*	-1%	22%	?	10
43	Cc1c(C(=O)O)oc2ccc(S(=O)(=O)NC3CCCCCCC3)cc12	2.1	-3	8%[1.53 µM]	-11	0%	6%[57.1 µM]	0%	3%	12
44	Cc1cc(C(=O)NC2CCCc3ccccc32)c(C)o1 (configuration not stated)	0.4	1	17%	-2	0%	-14%	-1%	?	-1
45	Nc1ccccc1C(=O)Nc1ccc(Cl)cc1Cl	-0.2	3	1%	-5	-4%	7%	11%	?	8
46	COc1cccc(-c2cccc(-c3nc(C(=O)NCCCN4CCOCC4)cc4c3[C@H](CCO)N(S(=O)C(C)(C)C)C4)c2)c1 (some centres not stated)	-0.7	3	-12%	3	-9%	-4%	6%	-18%	98
47	O=C(O)c1cccc(S(=O)(=O)N2CC=C(c3ccccc3)CC2)c1	-0.4	-20	-20%	-5	0%	2%	-3%	8%	?
48	Cc1ccc(OC(=S)Nc2ccccc2)c(C)c1	-1.7	-2	2%	0	-10%	-1%	-1%	-18%	-29
49	CC(=O)NC(c1ccccc1)c1nc(-c2cccc(C(=O)O)c2)cs1 (configuration not stated)	-0.1	0	-1%	-3	4%	2%	-1%	21%	1
50	CCOC(=O)C1(Cc2ccccc2C(F)(F)F)CCN(CC2CC2)CC1	-2.3	-22	-21%	-3	-1%	1%	5%	?	7
51	Cc1nc(-c2nc(CC(=O)NNC(=O)c3ccc(Cl)cc3)cs2)cs1	-2.4	-1	0%	2	-1%	-1%	5%	6%	-16
52	O=c1c2c(nc3cc(-c4ccc(Br)cc4)[nH]n13)CCCC2	0.1	-14	-4%	0	-6%	-31%	0%	20%	-15
53	Cc1cc(C(=O)N2CCc3c([nH]c4ccccc34)C2c2c(F)cccc2Cl)no1 (configuration not stated)	-4.3	-2	-11%	-4	-9%	-3%	-5%	10µM*	-8
54	Cc1cccc(N=Nc2c(O)[nH]c3ccc(Br)cc23)c1	18	-1	4%	26	-14%	1%	0%	12%	0
55	CC(=O)c1c(C)[nH]c(C(=O)COC(=O)CCOc2ccc(C)cc2)c1C	-4.7	1	16%	-3	-3%	-1%	-23%	5%	-2
56	O=C(CCSc1ccccc1)Nc1ccc(S(=O)(=O)Nc2ncccn2)cc1	1.2	2	7%[7.66 µM]	-3	-17%	-5%	2%	3%[7.66 µM]	4
57	CC(=O)Nc1ccc(S(=O)(=O)NCc2ccccn2)cc1	-2.6	7	19%	5	-16%	3%	-9%	13%	-6
58	CN(C)c1ccc(/C=C/c2nc3ccccc3c(=O)[nH]2)cc1	61*	-1	64%[activator]	-1	3%	-2%	0%	?	7
59	COc1ccc2cc(C(=O)/C=C/c3cc(OC)c(OC)c(OC)c3)ccc2c1	0.1	-3	-19%	7	2%	-3%	5%	?	-8
60	Cc1ccc(NC(=O)CCNC(=O)c2ccccc2Cl)nc1	-2.3	0	28%	-4	0%	-28%	2%	6%	1
